High-throughput results deposited in PubChem BioAssay by several laboratories.
MITF TRPM1 inh: reduces MITF-dependent TRPM1 promoter luciferase signal; SK-MEL-5 TRPM1 promoter luciferase, 24 h; inhibition, % at 12.5 µM; 0.83% of 330,000 active; AID 488899;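 active means mean inhibition across replicates of 60% or more, whatever share of single replicates reaches that level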; further: values of inactives mirror those of a sister screen read the other way
LMP1 NFkB inh: Epstein-Barr LMP1 NF-kappaB reporter inhibition. inhibition, % at 12.5 µM. 0.69% of 350,000 active. AID 504558. LMP1-induced NF-kappaB luciferase reporter cells, luminescence; in the data active means inhibition above about 41%;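 further: 0% = neutral control wells and 100% = reference inhibitor control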
KKLEB tox: counter-screen for CF NF-kB inhibitors: cytotoxicity | KKLEB CF airway cells viability, ATPlite luminescence, overnight; active compounds read low; cells stimulated with P. aeruginosa culture filtrate | activity change (cytotoxicity), % at 5 µM | 0.36% of 360,000 active | AID 602141;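 active means corrected activity change at or below -50% at 5 µM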
CF NFkB block: inhibitors of cystic fibrosis induced NF-kB | KKLEB NF-kB-GFP reporter, PAF-induced, GFP fluorescence overnight | inhibition, % at 5 µM | 0.86% of 360,000 active;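 active means at least 50% inhibition at 5 µM, scaled per plate between neutral and stimulator controls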;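 further: PAF is a Pseudomonas aeruginosa culture filtrate used as stimulus; plate controls were PAF-stimulated DMSO wells for no effect and unstimulated DMSO wells for full effect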
C8 TRAIL sens: sensitizes caspase-8 expressing cells to TRAIL; NB7+C8 cells + TRAIL, ATPlite viability luminescence; inhibition (viability loss, TRAIL sensitization), % at 10 µM; 1% of 360,000 active; AID 624354;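 active means compounds causing at least 50% loss of cell viability in the single-dose screen, relative to plate controls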
iPSC survival up: enhancers of human iPSC single-cell survival; AID 602274; survival enhancement, % at 20 µM; hiPSC single-cell survival, ATPlite luminescence; 100% = ROCK inhibitor wells, 0% = DMSO; 0.044% of 360,000 active; in the data active means survival enhancement above about 18%;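 further: cells exposed to compounds for 16 hours before the ATP read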
HIF-2a inh: inhibitors of HIF-2a; 786-0 RCC cells HIF-2a reporter, luciferase luminescence, overnight; inhibition, % at 18.8 µM; 0.72% of 360,000 active; AID 624352;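 active means inhibition of the luminescence signal of 40% or more relative to plate controls, in a single-dose primary screen at 18.75 µM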
NR2E3 ag-1: agonists of human nuclear receptor NR2E3; 0.12% of 320,000 active; AID 2300; inhibition of corepressor binding, % at 4.78 µM; Q9Y5X4; GST-NR2E3/biotin-RetCOR TR-FRET, 1536-well;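 active means percent inhibition above the cutoff of mean plus 3 SD of all tested compounds, set per screening campaign, cut at about 20% in these data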;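 further: 0% = DMSO wells and 100% = biotin wells as full block of FRET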
Target sequence (Q9Y5X4 whole entry, looked up): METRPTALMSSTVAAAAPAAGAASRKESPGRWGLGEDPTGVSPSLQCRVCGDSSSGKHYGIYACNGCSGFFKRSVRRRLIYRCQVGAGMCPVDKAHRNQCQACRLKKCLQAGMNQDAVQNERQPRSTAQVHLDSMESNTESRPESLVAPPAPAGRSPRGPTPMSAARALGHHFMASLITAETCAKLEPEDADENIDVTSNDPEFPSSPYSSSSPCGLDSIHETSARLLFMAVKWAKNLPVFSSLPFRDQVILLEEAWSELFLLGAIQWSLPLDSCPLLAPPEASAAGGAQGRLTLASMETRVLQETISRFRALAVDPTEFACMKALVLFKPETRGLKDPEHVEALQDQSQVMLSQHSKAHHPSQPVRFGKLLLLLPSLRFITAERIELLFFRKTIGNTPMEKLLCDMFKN
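system = GST-tagged NR2E3 plus biotinylated RetCOR corepressor | input = 1.35 nM GST-NR2E3 | also added = 7 nM biotin-RetCOR | schedule = 5 h incubation at 4 °C | measured by = TR-FRET with europium anti-GST and streptavidin-D2, 340 nm excitation | read-out = percent loss of FRET ratio relative to control wells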
NR2E3 ag-2: agonists of human NR2E3 nuclear receptor; Q9Y5X4; CHO-S Gal4-NCOR/VP16-NR2E3 two-hybrid, luciferase; inhibition of corepressor binding, % at 3.98 µM; 0.35% of 360,000 active; AID 602229;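 active means inhibition above the mean of all tested compounds plus 3 SD, cut at about 70% in these data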;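 further: 0% = DMSO with NR2E3 transfected cells and 100% = cells lacking NR2E3 construct; higher means lower luciferase signal from less NR2E3 corepressor binding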
Shn3 inh set2: inhibitors of Schnurri-3 3'UTR reporter in osteoblasts; Clone20 osteoblast Shn3 3'UTR firefly luciferase, 24 h; inhibition, % at 12.5 µM; 0.52% of 360,000 active; AID 588674;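 active means mean inhibition of at least 75% with every replicate also reaching 75%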;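 further: 0% = median of neutral control wells and 100% = pilot-screen positive control compound; some compounds past the cut are filed as inactive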
Peg3 promoter: Peg3 promoter activity inhibition | HeLa PEG-Prom luciferase reporter, luminescence, overnight | inhibition, % at 20 µM | 1.7% of 360,000 active;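 active means inhibition of at least 50% at 20 µM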
* = called active by the depositor; / = not tested or not shown.

Every second line gives: KKLEB tox, iPSC survival up, CF NFkB block, MITF TRPM1 inh, NR2E3 ag-2, LMP1 NFkB inh, Shn3 inh set2, NR2E3 ag-1, C8 TRAIL sens, Peg3 promoter, HIF-2a inh
- O=c1[nH]cnc2c1C(c1ccc(Cl)cc1)c1c(nc[nH]c1=O)O2
 : -2, -0.2, 11, 5, -3, 5, 0, /, -2, 18, 14
- C/C(=N\N)c1c(-c2ccccc2)c2cc(Br)ccc2[nH]c1=O
 : -1, -1.5, -15, -4, -7, 11, 9, 1, -2, -1, 18
- CS(=O)(=O)Nc1cccc(C(=O)CC2(O)C(=O)Nc3ccc(Br)cc32)c1 (stereo unspecified)
 : -8, 4.0, 13, 5, -27, -2, 3, -1, -8, 2, 20
- Nc1cc(N)c(OCC(F)(F)F)cc1OCC(F)(F)F
 : -4, -1.7, 3, 65*, -1, -7, 5, -5, -3, -2, 11
- O=C1/C(=C\c2cccs2)SC(=S)N1C1CCS(=O)(=O)C1 (stereo unspecified)
 : 4, 0.0, 10, -4, -3, 8, -5, -1, 31, 1, -3
- Cn1c(=O)[nH]c(=O)c2c1nc(N1CCOCC1)n2CCSc1nc2ccccc2[nH]1
 : 0, -2.2, 6, 4, -20, 1, 0, 3, 6, 2, 6
- CCOC(=O)c1cn2nc(Oc3cccc(F)c3)ccc2n1
 : -2, -0.5, -3, -13, -19, -3, -19, 3, -5, -70, -80
- C[C@@H](NC(=O)c1nc[nH]c1C(=O)N1CCN(c2ccccc2)CC1)c1ccccc1
 : 0, -1.0, -24, 0, 7, -6, -12, 5, 17, -13, 1
- CCCCNC(=O)C1CCC(CNS(=O)(=O)c2cccc3nsnc23)CC1 (stereo unspecified)
 : 12, -0.4, -11, -6, -12, -9, -6, 0, -6, -4, 12
- O=C(CN1CCOCC1)Nc1ccc(S(=O)(=O)NC2CCCCC2)cc1
 : 12, 0.6, -1, 7, 3, -9, 35, 3, -17, 10, -2
- Cn1c(=O)c2c(nc(NCc3ccco3)n2Cc2ccc(Cl)cc2Cl)n(C)c1=O
 : -8, 2.3, 12, 5, 8, 11, 58, 1, 0, 17, 8
- COc1ccc(C2C(O)C(c3c[nH]c4ccccc34)=NN2C(=O)CCl)cc1 (stereo unspecified)
 : -89*, -0.5, 98*, 98*, -44, -19, 96*, 1, 96*, 117*, 93*
- COc1ccc(C2OC34CCCCC3C(C#N)(C#N)C2(C#N)C(=N)O4)cc1 (stereo unspecified)
 : -9, -2.9, 5, 11, -56, 2, -4, -1, -7, 7, 7
- CCOc1ccccc1C(=O)Nc1nnc(CC)s1
 : 13, 1.8, -17, -7, -45, -7, 75, 1, -3, -44, -71
- O=C(O)COc1ccccc1/C=N/NC(=O)/C(=C\c1ccc2c(c1)OCO2)NC(=O)c1ccccc1
 : 3, 4.4, -18, 11, -16, -2, -22, 7, -3, 7, 8
- COc1cc(NC(=S)Nc2cccnc2)cc(OC)c1
 : -1, -1.1, 5, -2, 6, 1, 11, 2, -3, 2, 22
- CCN(CC)Cc1cc(Oc2ccc(O)c(CN(CC)CC)c2)ccc1O
 : -2, -0.4, 12, /, 19, /, 8, /, -18, -11, -1
- CCOC(=O)c1oc2nc(CC(C)C)c3c(c2c1N)CCC3
 : -3, 3.8, -13, -11, -28, -6, -2, 3, 0, -10, -19
- CCOc1cc(Br)c(C(C)NC(=O)c2cccnc2)cc1OCC (stereo unspecified)
 : 10, -0.7, -6, /, 21, /, 23, 3, -5, 6, 13
- Cc1ccc(N2CCN(C(=O)c3ccccc3Br)CC2)c(C)c1
 : -13, -2.0, 13, 5, 19, 11, 32, 0, -6, 16, 14
- Cc1ccccc1CN1CCC(n2nccc2NC(=O)CCOc2ccccc2)CC1
 : -4, -0.4, 7, 4, -13, -1, 19, 0, 3, 11, 13
- Cn1sc(NC(=O)c2ccccc2Cl)nc1=O
 : -11, -2.7, 14, -12, -12, -8, -16, -2, 10, -11, -10
- O=C(NC1CCS(=O)(=O)C1)c1cccs1 (stereo unspecified)
 : 1, -0.5, 2, -3, 3, -4, 13, 3, -19, 7, 16
- CC(C)(C)OC(=O)N1CCC(C(=O)Nc2cccc(C(=O)NC3CC3)c2)CC1
 : 13, 1.7, -2, 6, -21, 3, -10, /, 12, -1, 11
- O=C(NCCc1ccc(F)cc1)N[C@@H](Cc1ccccc1)C(=O)O
 : 6, -0.6, -6, -1, -22, -41, 4, 1, -5, 2, 0
- COc1ccc(CN(Cc2cccn2C)C(=O)c2cc3cc(OC)ccc3[nH]2)cc1
 : 9, -0.5, -4, 10, -16, -2, 17, -2, -11, 36, 20
- O=C(CSc1ccc2nnc(-c3ccc(Cl)cc3)n2n1)N1CCCC1
 : 1, -1.4, -36, 1, -9, -6, 7, -1, 5, 3, 18
- Cc1ccccc1S(=O)(=O)NC(=O)C1(C)CCN1C(=O)CCc1ccc(Cl)cc1Cl (stereo unspecified)
 : 0, -0.7, -8, /, -12, /, 1, /, -8, 21, 17
- COc1ccc2c(c1)C1NC(=S)NC(C)(O2)C1C(=O)Nc1ccccc1C (stereo unspecified)
 : 7, -1.5, -1, 10, -4, 3, 4, 0, -12, 0, 5
- COc1ccc(CCNC(=O)CCCCC(=O)NCCc2ccc(OC)cc2)cc1
 : -5, 0.6, 11, -10, 5, 6, -13, 5, 3, 2, 17
- O=C(CCSCc1ccccc1Cl)N1CCN(c2cccc(Cl)c2)CC1
 : -20, 3.7, 9, -4, 3, -4, -19, -1, 6, 10, -38
- CCN(C[C@H]1N[C@@](CC)(C(=O)OC)[C@H]2C(=O)N(Cc3ccccc3)C(=O)[C@@H]12)S(=O)(=O)c1ccc(-c2ccccc2)cc1
 : 2, -2.4, 10, 3, -2, -7, 18, /, -5, 4, 12
- CCOc1ccc(N2C(=O)CC(NCc3ccc(S(N)(=O)=O)cc3)C2=O)cc1 (stereo unspecified)
 : -1, 1.3, -16, 1, -2, 4, 2, -1, -13, 10, 7
- Cc1nn(Cc2ccccc2)c(C)c1C(=O)OCC(=O)c1cc(C)n(C2CC2)c1C
 : 5, 1.6, -5, 1, -16, 9, -2, 3, -3, 5, 1
- COCCNC(=O)/C(C#N)=C/c1ccc(N2CCOCC2)o1
 : -1, -0.5, 9, 5, 3, 2, 10, -10, -7, -1, 8
- Cc1ccc(S(=O)(=O)NCC2CCC(C(=O)NCc3ccc4c(c3)OCO4)CC2)cc1 (stereo unspecified)
 : 2, 0.5, 15, 14, -12, -7, -3, 0, 2, 5, -13
- O=C(NCCCN1CCOCC1)c1ccc(CS(=O)(=O)c2cccc(C(F)(F)F)c2)o1
 : 1, 1.5, -7, 5, -1, 0, -7, -1, -2, -8, 5
- COc1ccc(OC)c(Cc2nnc(CCC(=O)NC(C3CC3)C3CC3)o2)c1
 : 8, 0.7, -3, 1, 2, -4, 14, 5, 4, -6, 9
- O=C(OCc1ccc(Br)cc1)c1cc([N+](=O)[O-])ccc1N1CCOCC1
 : -4, -0.3, -3, /, -37, 16, -30, /, 17, 0, 12
- CCOc1ccccc1CNCCNCC(C)O (stereo unspecified)
 : -8, 0.5, -12, 9, 20, -3, 5, 2, -14, -5, 15
- O=C(CN1C(=O)c2ccccc2C1=O)Nc1cc([N+](=O)[O-])ccc1O
 : -7, -0.3, 19, 0, -12, 5, -9, 0, 0, 13, 16
- O=C(CCCCCNc1nc(=S)[nH]c2ccccc12)NCCc1c[nH]c2ccccc12
 : 4, 1.0, 13, 15, 9, 4, 9, 3, -3, 51*, 19
- Cc1ccsc1CNC(=O)C1(C)CCCN1CC(C)C (stereo unspecified)
 : -1, -2.0, -10, /, -18, /, 0, /, 6, 7, 17
- CC(=O)OCC(=O)[C@@]1(O)CC[C@H]2[C@@H]3CCC4=CC(=O)C=C[C@]4(C)[C@@]3(Cl)[C@@H](Cl)C[C@@]21C
 : 26, 3.5, 65*, -4, -6, 14, 5, 6, 8, -2, 25
- C#CCOCCOCCOCCNc1nc(N2CCN(C(=O)[C@H]([C@@H](C)CC)n3cc(CCC(=O)O)nn3)CC2)nc(N2CCN(C(=O)[C@H](Cc3ccc(O)cc3)n3cc(CCO)nn3)CC2)n1
 : 8, 0.0, -4, -2, -18, 8, -12, /, -5, -11, 4
- Cc1ccc(CN2CCC(n3nccc3NC(=O)CCCc3ccccc3)CC2)o1
 : -7, -0.4, 11, 5, -3, 3, 7, 4, -3, 15, 12
- CC(C)CN(C(=O)COC(=O)c1cccn1C)c1c(N)n(Cc2ccccc2)c(=O)[nH]c1=O
 : -7, 0.2, -1, 7, -18, 0, -4, 1, 5, 0, 6
- COc1cc(NC(=S)NCCc2c[nH]c3ccccc23)c(OC)cc1Cl
 : -1, -2.0, -17, -7, -12, 3, -8, 2, -7, 6, 7
- COC(=O)c1cn(N(C)c2ncc(C(F)(F)F)cc2Cl)c(=O)c2ccccc12
 : -7, 3.6, 3, 1, 2, -6, 7, 1, 7, 32, 22

These rows are one share of the data, so the mix of outcomes need not match the whole.
